Screening results deposited in PubChem BioAssay by several laboratories.
phage Ecoli inh: E. coli growth loss with phage present | growth absorbance | 0.26% of 360,000 active | AID 651602 | inhibition, % at 11.9 µM; in the data active means inhibition above about 11%
CAL PDZ FP-1: inhibitors of human CAL PDZ peptide binding | Q9HD26 | purified CAL PDZ, TMR-peptide fluorescence polarization, 1 h | inhibition, % at 20 µM | 0.02% of 330,000 active | AID 504414;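 active means highest replicate inhibition of at least 40%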;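 further: plate controls were DMSO neutral control wells for no effect and unlabeled competitor peptide control wells for full effect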
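Material: tagged CAL PDZ protein CerCALP, purified; buffer or medium: sodium phosphate/NaCl buffer pH 7.4 with TCEP, IgG, Thesit; also added: fluorescent TMR peptide probe; schedule: 1 h incubation at room temperature before polarization reading; technique: fluorescence polarization from S- and P-plane intensities, G-factor corrected; control set: unlabelled peptide and DMSO controls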
Wnt bcat act: Wnt/beta-catenin pathway activation; Wnt/beta-catenin reporter cell assay, activator, plate reader; activation, % at 9.35 µM; 1.2% of 300,000 active; in the data active means activation above about 30%, passing the limit was not always enough; inconclusive means no clear call, values can overlap the other calls;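 further: 0% = neutral control wells and 100% = positive control wells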
SR-BI uptake up: enhances SR-BI lipid uptake from DiI-HDL; CHO ldlA[mSR-BI] cells, DiI-HDL uptake fluorescence, 3 h; 100 = double the neutral-control signal; activation, % at 12.5 µM; 0.096% of 320,000 active;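 active means mean replicate activation of at least 60% and every replicate at or above 60%; inconclusive means mean or all-replicate condition met, but not both; inactive means mean below 60% and not all replicates reaching 60%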;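 further: 0% = median plate neutral-control signal and 100% = twice that signal; values of inactives mirror those of a sister screen read the other way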
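Test system: SR-BI-overexpressing, LDLR-lacking CHO cells; Also added: labelled HDL, 10 µg/mL; Measured by: bottom-read cell fluorescence after medium removal, ex 550/em 595 nm; Timing: 3 h uptake period with compound, 37 °C; Buffer or medium: F12, 0.5% BSA, 25 mM HEPES; Doses: single compound concentration, delivered by pin transfer.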
SR-BI HDL uptake: inhibitors of mouse SR-BI mediated HDL lipid uptake. Q61009. ldlA[mSR-BI] CHO cells, DiI-HDL uptake fluorescence, 3 h. inhibition, % at 12.5 µM. 0.96% of 320,000 active. AID 488896;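 active means mean replicate inhibition of at least 70% and a set share of replicates each scoring 70 or more; inconclusive means meets just one of the two criteria; inactive means fails both criteria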;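 further: 0% = median of neutral control wells and 100% = median of positive control wells; values of inactives mirror those of a sister screen read the other way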
Target sequence (Q61009 whole entry, looked up): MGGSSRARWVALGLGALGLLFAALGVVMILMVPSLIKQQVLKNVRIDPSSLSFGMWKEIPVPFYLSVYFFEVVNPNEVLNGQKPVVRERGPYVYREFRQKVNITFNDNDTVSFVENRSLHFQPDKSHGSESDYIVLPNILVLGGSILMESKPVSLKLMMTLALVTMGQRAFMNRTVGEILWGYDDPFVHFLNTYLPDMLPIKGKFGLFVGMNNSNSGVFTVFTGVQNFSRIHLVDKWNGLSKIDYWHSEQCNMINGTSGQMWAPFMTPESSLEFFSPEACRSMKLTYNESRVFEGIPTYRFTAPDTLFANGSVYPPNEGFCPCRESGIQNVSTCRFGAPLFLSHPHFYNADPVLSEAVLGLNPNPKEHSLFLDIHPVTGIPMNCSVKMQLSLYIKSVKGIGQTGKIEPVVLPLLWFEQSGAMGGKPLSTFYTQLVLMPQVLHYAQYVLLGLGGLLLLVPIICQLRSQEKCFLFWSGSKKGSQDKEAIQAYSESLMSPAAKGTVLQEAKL
Tat export inh: blocks Tat-dependent protein export in E. coli; E. coli MC4100 TorA-mCherry Tat export, fluorescence; inhibition, % at 10 µM; 0.036% of 340,000 active;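 active means mean replicate inhibition at least 50% and at least half of replicates individually reaching 50%; inconclusive means only one of the two criteria met; inactive means neither criterion met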;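 further: exported cargo escapes ClpAP degradation while cytoplasmic cargo is degraded and loses fluorescence; 0% = median of neutral control wells and 100% = median of NaSCN control wells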
Ecoli viability: bacterial growth inhibition, counter-screen for AddAB inhibitors | 0.27% of 330,000 active | inhibition, % at 11.9 µM | E. coli V3065 growth, OD600 absorbance, 18 h | AID 449728;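 active means inhibition above the campaign's mean inhibition across all tested compounds plus 3 SD, cut at about 9.9% in these data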;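 further: uninfected addAB+ strain grown without phage in ampicillin broth; 0% = DMSO wells and 100% = ciprofloxacin 0.95 µg/ml wells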
CAL PDZ FP-2: inhibitors of human CAL PDZ peptide binding; AID 602252; purified CAL PDZ, TMR-peptide fluorescence polarization, 1 h; Q9HD26; inhibition, % at 24.9 µM; 0.92% of 300,000 active;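 active means mean inhibition of at least 30% with at least half of replicates also reaching 30%; inconclusive means no clear call, values can overlap the other calls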;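 further: 0% = DMSO neutral control and 100% = excess unlabeled competitor peptide PRC23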
AddAB inh: less growth of phage-infected E. coli with AddAB; 0.29% of 330,000 active; E. coli expressing H. pylori AddAB, absorbance growth; inhibition, % at 11.9 µM; in the data active means inhibition above about 12%;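 further: 0% = vehicle wells of infected cells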
MITF act: increases MITF-driven TRPM1 promoter luciferase signal; SK-MEL-5 TRPM1-promoter luciferase, 24 h; % of positive control, neutral wells = 0; activation, % at 12.5 µM; 0.75% of 300,000 active; AID 588334;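 active means mean activation of at least 80% with every replicate also reaching 80%; inconclusive means mean reaches 80% but some replicate falls short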;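 further: 0% = neutral control wells and 100% = parthenolide positive control wells; values of inactives mirror those of a sister screen read the other way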
* = called active by the depositor; u = inconclusive; x = not tested or not shown.

SMILES | phage Ecoli inh | CAL PDZ FP-1 | Wnt bcat act | SR-BI uptake up | SR-BI HDL uptake | Tat export inh | Ecoli viability | CAL PDZ FP-2 | AddAB inh | MITF act
CC(C)(C)OC(=O)N(Cc1ccccc1)Cc1ccc(OCc2cccc(NC(=O)C3CC3)c2)cc1 | 1.2 | -0.5 | -2 | -32 | 32 | -8 | x | 0 | x | -22
Cc1ccc(C(=O)/C=C\NCc2ccccc2)cc1 | 1.9 | -0.7 | -3 | 0 | 0 | -1 | 2.0 | -5 | 4.7 | 48
O=C(CSc1cc([N+](=O)[O-])cc(S(=O)(=O)Cc2ccccc2)c1)NC1CC1 | 3.4 | -1.6 | x | -9 | 9 | -1 | -2.3 | -1 | -0.9 | 1
COc1ccc(OCCCC(=O)N(C)CC(=O)Nc2ccccc2Cl)cc1 | 1.2 | -1.8 | 1 | -5 | 5 | 0 | 0.9 | 1 | 2.8 | -9
CS(=O)(=O)N(CC(=O)NCc1ccco1)c1cc(C(F)(F)F)ccc1Cl | 1.2 | -2.7 | -4 | 2 | -2 | 2 | 1.7 | 1 | 3.1 | -2
CCc1cc(C(=O)N2CCCC(CCC(=O)NCc3cccc(OC)c3)C2)no1 (stereo not drawn) | 4.3 | -1.3 | -2 | -7 | 7 | 18 | -2.5 | -1 | 1.0 | 1
CCN(CC)S(=O)(=O)c1ccc(C(=O)OCn2nnc3ccccc3c2=O)cc1 | 1.9 | -1.1 | x | 36 | -36 | -7 | -0.7 | x | 1.9 | x
COc1ccc(N2C(=O)CC2(/C=C/c2ccccc2OC)C(=O)NC2CCCC2)cc1 (stereo not drawn) | 0.0 | -1.2 | -4 | 11 | -11 | 1 | -0.5 | 11 | 0.7 | -7
O=C1CCC(=O)N1CN(C(=O)c1ccco1)c1ccccc1 | 1.1 | -2.2 | -1 | 0 | 0 | 4 | -1.5 | 2 | 0.7 | 0
O=C(Nc1nccs1)c1ccc(-c2cccc([N+](=O)[O-])c2)o1 | 2.6 | -0.2 | 60* | -57 | 57 | 8 | -3.5 | -1 | -1.3 | 59
Cc1ccc(C)c(Cn2nnc3c(=O)[nH]c(C4CCCN(C(=O)CC(C)C)C4)nc32)c1 (stereo not drawn) | x | -2.3 | -3 | 12 | -12 | 8 | -1.0 | 0 | 2.0 | -2
Cc1csc2ncc(C(=O)Nc3ccc(C(F)(F)F)cc3)c(=O)n12 | 2.1 | -0.8 | -1 | 26 | -26 | 4 | 0.2 | x | -0.9 | -8
COc1ccc(CNC(=O)c2cccc3c2C(=O)N(Cc2cccnc2)C3)cc1 | -0.2 | -1.7 | x | 7 | -7 | -2 | 0.9 | -3 | -0.5 | -12
CC1(C)CC(=O)c2sc(N)nc2C1 | 3.7 | 0.1 | x | 13 | -13 | -8 | 0.8 | 0 | 5.5 | x
COc1cc(/C=N/NC(=O)C2COc3ccccc3O2)cc(OC)c1OC (stereo not drawn) | 5.8 | -1.8 | x | -18 | 18 | -10 | 1.0 | -3 | 3.3 | -5
O=C1C=C(N2CCCCC2)C2(CCCCC2)O1 | 1.2 | -1.2 | -4 | 23 | -23 | -5 | 1.6 | -7 | 1.6 | 0
O=C(Nc1ccc(Br)c2cccnc12)c1ccc(Cn2cc([N+](=O)[O-])cn2)o1 | 3.6 | -0.7 | -3 | x | x | -1 | 1.4 | x | 1.9 | 9
Cc1ccc(S(=O)(=O)NCCC(=O)OCC(=O)N(Cc2ccccc2)C(C)(C)C)cc1C | 5.4 | -1.9 | -3 | -45 | 45 | 9 | -1.4 | 2 | -1.0 | 0
CN(C)C=Nc1ncc2c3ccccc3n(Cc3ccccc3)c2c1C#N | -0.6 | -0.2 | x | -43 | 43 | -7 | 0.4 | x | 3.2 | -1
CCOC(=O)N1CCC(C(N)=O)CC1 | 1.4 | -0.5 | -3 | 7 | -7 | -1 | -0.8 | -2 | -1.6 | -15
CC(C)C(=O)Nc1ccc(Nc2ccccc2)cc1 | 1.2 | 1.1 | x | -4 | 4 | u | -0.5 | 6 | 2.4 | 28
O=C(Nc1ccccc1)c1cccc(=O)o1 | 3.8 | 0.2 | 1 | 6 | -6 | -4 | 1.5 | -4 | 0.4 | 4
COc1cc(NC(=O)C(=O)NCCN2CCNCC2)c(OC)cc1Cl | 2.8 | -0.2 | -1 | -35 | 35 | -2 | -1.3 | -5 | 0.2 | 5
Cc1ccccc1C(=O)O/N=C/c1c(N2CCOCC2)n(C)c2ccccc12 | -1.2 | 2.1 | x | -29 | 29 | 0 | 3.2 | -2 | -1.4 | x
COCCCNC(=O)C1CC(=O)N(c2ccc(C)cc2)C1 (stereo not drawn) | 2.3 | -2.1 | x | -10 | 10 | -2 | -2.8 | 1 | 2.8 | x

Further records
SMILES | phage Ecoli inh | CAL PDZ FP-1 | Wnt bcat act | SR-BI uptake up | SR-BI HDL uptake | Tat export inh | Ecoli viability | CAL PDZ FP-2 | AddAB inh | MITF act
O=C(CCCCCn1c(=O)[nH]c2ccccc2c1=O)NCCc1c[nH]c2ccccc12 | 2.2 | -3.7 | 0 | -25 | 25 | -2 | 1.6 | -2 | 1.6 | x
CCc1nnc(N2C(=O)c3cccc4cccc(c34)C2=O)s1 | 1.2 | -0.2 | x | 12 | -12 | -3 | -2.4 | 0 | -1.7 | -11
Cc1oc(-c2ccccc2)nc1CS(=O)CC(=O)O (stereo not drawn) | 0.1 | -0.1 | -3 | 16 | -16 | 1 | -0.2 | x | 0.0 | -6
Cc1[nH][nH]c(=O)c1C(c1ccc(O)c([N+](=O)[O-])c1)c1c(C)[nH][nH]c1=O | 3.0 | -0.4 | x | 22 | -22 | -1 | 0.7 | -2 | 2.4 | 7
Cc1ccc(-n2nc(C)c(NC(=O)COC(=O)c3ccccc3NCCO)c2C)cc1 | 3.0 | -0.1 | -4 | -30 | 30 | 5 | -0.3 | x | 0.3 | -1
CCc1cccc(NC(=O)NC2CCCCC2)c1 | 2.2 | -1.3 | x | 29 | -29 | -8 | -0.5 | 0 | 4.3 | 7
Cc1ccc(CN2CCN(C(=O)CCN3C(=O)c4ccccc4C3=O)CC2)cc1 | 0.8 | 0.5 | x | -13 | 13 | -1 | 2.7 | -1 | -1.3 | 16
O=C(CN1CCc2ccccc21)Nc1ccc2c(c1)OCO2 | 2.2 | -3.6 | -5 | -19 | 19 | 2 | -2.1 | 2 | 3.2 | 3
Cc1ccc(S(=O)(=O)NCCN=Cc2ccc(N(C)C)cc2)cc1 | 1.7 | -0.4 | -1 | 7 | -7 | 3 | -0.5 | -2 | -0.5 | -7
COc1ccccc1C(=O)N/C(=C/c1ccc(Br)cc1)C(=O)NCCO | 3.2 | -2.0 | -2 | 12 | -12 | 0 | 2.3 | -3 | -1.0 | -10
COC(=O)C(NC(=O)c1c(C)nn(C)c1Cl)c1ccccc1 (stereo not drawn) | 0.9 | -1.9 | 0 | 7 | -7 | 11 | 0.0 | -3 | 0.4 | -3
COc1ccc(NC(=O)c2ccc(NC(=O)COC(=O)c3cnc(C)cn3)cc2)cc1 | -0.4 | -0.8 | 10 | -8 | 8 | -7 | 1.8 | x | 0.3 | 14
COCCN(Cc1ccccc1)C(=O)C1CCN(S(=O)(=O)c2ccc3c(c2)OCCO3)CC1 | 4.7 | 0.1 | -2 | -10 | 10 | -1 | 1.9 | x | 3.7 | 3
CC(=O)c1ccc(NC(=S)NC(=O)CC(C)C)cc1 | 3.3 | -1.9 | 6 | 9 | -9 | 3 | 1.6 | -2 | 2.2 | 8
COc1cc(/C=N/Nc2nc3ccccc3[nH]2)cc(OC)c1O | 0.7 | 2.4 | x | -16 | 16 | -5 | -3.2 | -1 | -1.3 | -10
CCOC(=O)N/N=C/c1ccc(OCCSc2ccc(Cl)cc2)c(OCC)c1 | 2.6 | -1.5 | -4 | -74 | 74* | 5 | -0.2 | -5 | 1.2 | 5
O=C(COc1ccc(S(=O)(=O)N2CCOCC2)cc1)Nc1ccccc1Cl | 4.9 | -1.0 | -2 | 5 | -5 | 3 | -2.1 | x | 0.5 | 18
Cc1ccc(C2NCCS2)cc1 (stereo not drawn) | 3.5 | 0.2 | 1 | x | x | -3 | 2.1 | 1 | -0.1 | 6
O=C(CNC(c1ccccc1)c1ccccc1)Nc1ccccc1F | 1.0 | -2.1 | 0 | x | x | -11 | -0.9 | -4 | 3.5 | 8
Cc1nc2ccsc2c(=O)n1-c1cccc(Cl)c1 | 3.8 | -0.5 | 3 | 4 | -4 | -9 | 0.8 | -3 | 4.0 | -1
CCOc1ccc2nc(NCCCO)[nH]c2c1 | 3.7 | -3.2 | -4 | -1 | 1 | 2 | -4.1 | 1 | -0.9 | 9
Fc1cccc2sc(Nc3nc4ccccc4s3)nc12 | 2.5 | -0.7 | 36* | x | x | 0 | -1.9 | -5 | -2.7 | 29
COc1ccc(Cl)cc1C(=O)Nc1ccc(S(N)(=O)=O)cc1 | 0.8 | -1.3 | 3 | -27 | 27 | -1 | -1.3 | -5 | -0.1 | -3
CN(C)CCNC(=O)C(=O)Nc1ccc2c(c1)N(S(=O)(=O)c1cccs1)CCC2 | 4.8 | -1.0 | -6 | 20 | -20 | -8 | -0.7 | x | 0.1 | -18
Cc1ccccc1Nc1n[nH]c(C)c1[N+](=O)[O-] | 1.8 | 0.4 | -1 | -4 | 4 | -3 | 2.9 | -3 | 2.4 | -4
O=C(N/N=C/c1ccc([N+](=O)[O-])cc1)c1ccc2nc[nH]c2c1 | 1.4 | -1.6 | x | 3 | -3 | 0 | 2.1 | x | 1.0 | x

Sorted by molecular weight (descending): some entries from above
SMILES | phage Ecoli inh | CAL PDZ FP-1 | Wnt bcat act | SR-BI uptake up | SR-BI HDL uptake | Tat export inh | Ecoli viability | CAL PDZ FP-2 | AddAB inh | MITF act
Cc1ccc(-n2nc(C)c(NC(=O)COC(=O)c3ccccc3NCCO)c2C)cc1 | 3.0 | -0.1 | -4 | -30 | 30 | 5 | -0.3 | x | 0.3 | -1
O=C(COc1ccc(S(=O)(=O)N2CCOCC2)cc1)Nc1ccccc1Cl | 4.9 | -1.0 | -2 | 5 | -5 | 3 | -2.1 | x | 0.5 | 18
O=C(N/N=C/c1ccc([N+](=O)[O-])cc1)c1ccc2nc[nH]c2c1 | 1.4 | -1.6 | x | 3 | -3 | 0 | 2.1 | x | 1.0 | x
Cc1nc2ccsc2c(=O)n1-c1cccc(Cl)c1 | 3.8 | -0.5 | 3 | 4 | -4 | -9 | 0.8 | -3 | 4.0 | -1
Cc1ccc(C2NCCS2)cc1 (stereo not drawn) | 3.5 | 0.2 | 1 | x | x | -3 | 2.1 | 1 | -0.1 | 6
